Source: PubChem
PMI act hi M6P – increases human PMI activity with near-saturating mannose 6-phosphate; P34949; coupled PMI enzyme assay, resazurin fluorescence, 20 min; active compounds read high; 1 = untreated enzyme, 0 = substrate-free blank; activation factor at 20 µM; AID 1216; hit rate 0.34% among 190,000;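 active means activation factor of 2 or more at 20 µM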
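Material: human phosphomannose isomerase with PGI, G6PDH, diaphorase coupling enzymes / Reagent: Man-6-P substrate 1.0 mM / Dosing: single compound dose of 20 µM, 1% DMSO final / Incubation: enzyme reaction with compound 20 min at room temperature / Signal: resorufin fluorescence (Ex 544/Em 590 nm) from resazurin via diaphorase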
Lmaj promast – reduces viability of Leishmania major promastigotes. resazurin fluorescence viability. inhibition, % at 10 µM. hit rate 9% among 200,000; in the data active means inhibition above about 50%;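 further: promastigotes grown with compound for 44 hours at 28 °C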
TNAP inh hi DEA – TNAP (human) inhibition, high acceptor | P05186 | purified TNAP, CDP-star luminescence, 1 M DEA | inhibition, % at 20 µM | hit rate 0.03% among 200,000 | AID 1135;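 active means over 50% inhibition of tissue-nonspecific alkaline phosphatase at 20 µM in the single-dose screen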;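 further: plate controls were DMSO wells for no effect and EDTA-quenched wells as full inhibition for full effect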
Target sequence (P05186 whole entry, looked up): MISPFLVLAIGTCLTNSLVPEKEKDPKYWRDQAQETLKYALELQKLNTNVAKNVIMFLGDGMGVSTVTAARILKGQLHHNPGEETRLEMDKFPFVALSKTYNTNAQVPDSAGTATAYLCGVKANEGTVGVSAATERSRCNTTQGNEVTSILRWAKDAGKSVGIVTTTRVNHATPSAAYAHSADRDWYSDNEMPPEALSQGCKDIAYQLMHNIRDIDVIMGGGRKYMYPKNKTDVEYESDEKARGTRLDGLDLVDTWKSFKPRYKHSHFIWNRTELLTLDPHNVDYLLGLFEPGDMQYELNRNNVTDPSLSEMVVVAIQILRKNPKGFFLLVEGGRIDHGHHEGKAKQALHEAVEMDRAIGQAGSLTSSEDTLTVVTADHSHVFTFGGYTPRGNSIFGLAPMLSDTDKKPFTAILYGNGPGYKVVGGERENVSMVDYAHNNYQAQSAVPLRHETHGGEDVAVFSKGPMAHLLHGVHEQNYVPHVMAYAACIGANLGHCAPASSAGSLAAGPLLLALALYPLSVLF
PMI act – phosphomannose isomerase (human) activation. P34949. purified human PMI, coupled resazurin fluorescence, 20 min; active compounds read high; 1 = vehicle control, 0 substrate-free wells. activation factor at 20 µM. hit rate 0.005% among 190,000. AID 1214;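 active means activation factor of 2 or more at 20 µM, relative to plate controls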
RAM inhibit – inhibitors of the yeast RAM network; AID 868; S. cerevisiae dse1pr::URA3 reporter, 5-FOA growth OD615, 2 d; analog-sensitive cbk1-as2 kinase mutant strain; inhibition, % at 50 µM; hit rate 1.8% among 190,000;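 active means inhibition above a set limit, 3 SD over mean compound inhibition, cut at about 8.4% in these data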;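 further: 0% = DMSO-only wells with no growth and 100% = 10 µM 1-NA-PP1 full growth; inhibition rescues growth on 5-FOA so higher OD means more RAM inhibition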
TNAP inh no acc – inhibitors of human TNAP without phosphate acceptor | P05186 | purified TNAP, CDP-star luminescence, 30 min | inhibition, % at 20 µM | hit rate 0.26% among 200,000 | AID 1012;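 active means tissue-nonspecific alkaline phosphatase inhibition above about 50% at 20 µM in the single-dose screen, limit read from the data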;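 further: 0% = DMSO negative control and 100% = EDTA positive control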
Hsp70 act – Hsp70 transcriptional activation, primary screen; HeLa Hsp70 promoter luciferase reporter, luminescence; scaled: vehicle 0, proteasome-inhibitor control 100%; activation, % at 10 µM; hit rate 0.04% among 200,000; AID 1203;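 active means activation above the mean across all tested compounds plus 3 SD, cutoff set per campaign, cut at about 5.5% in these data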;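 further: 100% = MG132 at 30 µM as the positive control and 0% = DMSO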
S1P3 antagonist – antagonists of human S1P3 receptor | Q99500 | CHO S1P3 NFAT-BLA reporter, FRET fluorescence, antagonist mode | inhibition, % at 4.98 µM | hit rate 0.27% among 170,000;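 active means inhibition above the plate cutoff, the mean inhibition of test wells on that plate plus 3 SD, cut at about 28% in these data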;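 further: cells challenged with S1P at its EC80 of 0.8 µM; blue over green emission ratio from cleaved BLA substrate after 4 h stimulation; 0% = S1P-stimulated wells and 100% = unstimulated DMSO-only wells; some compounds past the cut are filed as inactive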
Target sequence (Q99500 whole entry, looked up): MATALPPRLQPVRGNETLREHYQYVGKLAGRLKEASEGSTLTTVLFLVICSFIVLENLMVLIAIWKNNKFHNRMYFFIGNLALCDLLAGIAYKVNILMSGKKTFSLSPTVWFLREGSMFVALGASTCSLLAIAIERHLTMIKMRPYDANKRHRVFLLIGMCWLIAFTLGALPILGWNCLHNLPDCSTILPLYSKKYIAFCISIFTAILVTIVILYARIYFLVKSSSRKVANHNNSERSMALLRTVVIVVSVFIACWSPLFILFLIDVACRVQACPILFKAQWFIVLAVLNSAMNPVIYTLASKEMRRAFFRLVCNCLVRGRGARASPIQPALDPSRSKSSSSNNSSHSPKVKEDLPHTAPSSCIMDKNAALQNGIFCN
DTT redox prof – compounds producing H2O2 with reducing agent – biochemical, NIH compound library profiling, artefact control for MLSCN library redox annotation, primary screen. hit rate 0.03% among 200,000. DTT-dependent redox cycling H2O2, phenol red/HRP absorbance; 100% = 100 µM peroxide control, 0% = buffer. activation, % at 10 µM;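 active means activation of at least 50% relative to the plate's high and low controls in the primary single-dose screen; inactive means activation below 50%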;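 further: compound incubated with DTT at 0.8 mM final as the reducing agent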
Efa HMGR inh – inhibitors of class II HMG-CoA reductase from Enterococcus faecalis | hit rate 0.41% among 190,000 | purified E. faecalis HMGR, NADPH absorbance 340 nm kinetic | AID 1066 | inhibition, % at 10 µM;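 active means inhibition above a set limit, the median over all tested compounds plus 3 SD, cut at about 9.5% in these data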;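 further: enzyme runs in reverse so mevalonate oxidation gives rising NADPH absorbance; 0% = complete reaction with DMSO and 100% = background rate lacking mevalonate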
An asterisk follows results filed as active; · = no result given. No enrichment for hits (roughly 12% active in at least one column).

SMILES | PMI act hi M6P | Lmaj promast | TNAP inh hi DEA | PMI act | RAM inhibit | TNAP inh no acc | Hsp70 act | S1P3 antagonist | DTT redox prof | Efa HMGR inh
CC1CCCC(C)N1c1nnc(NC(=O)c2cc(-c3ccc(Br)cc3)on2)s1 (stereo unspecified) | 0.8 | 42 | -6 | 0.8 | 5.6 | -12 | 0.0 | · | -2.8 | -5
CCCCC(=O)N(Cc1ccc(-c2ccccc2-c2nn[nH]n2)cc1)[C@H](C(=O)O)C(C)C | 1 | · | -5 | 1.1 | · | -8 | 0.2 | -7 | · | 5
O=C(O)C1C2CCC(O2)C1C(=O)NCc1ccccc1Br (stereo unspecified) | 1 | -2 | -7 | 1 | 0.4 | -10 | -0.2 | 7 | -0.3 | -2
CCCCn1nc2cc(C(=O)NCCc3cccs3)ccc2c1OCC | 0.9 | 6 | 0 | 1 | 0.1 | -7 | 0.3 | · | -3.5 | 3
CCC(CC)C(=O)Nc1c2c(nn1-c1ccc(OC)cc1)CS(=O)(=O)C2 | 0.9 | 3 | 0 | 1 | 1.5 | -5 | -0.5 | · | 0.8 | -10
CN=C1c2cc3cc(OC)ccc3n2CCN1C | 0.9 | -2 | -3 | 0.9 | -1.6 | -8 | -0.1 | · | 2.1 | -5
O=C(Nc1ccc(Cl)cc1)OCc1cc(-c2ccccc2Cl)on1 | 0.9 | -7 | -2 | 0.9 | 7.2 | -5 | 0.3 | · | -5.3 | 6
CC1CC1C(=O)Nc1nc(-c2cccs2)c(-c2cccs2)s1 (stereo unspecified) | 0.9 | 62* | 3 | 0.9 | 2.2 | -16 | -0.4 | 3 | 0.3 | 2
CCCCc1ccc(NC(=S)NCc2ccc(OC)cc2)cc1 | 0.9 | 16 | -3 | 0.9 | 7.1 | -11 | 0.1 | 15 | -0.2 | -1
O=C(COc1ccc(S(=O)(=O)Nc2ccccc2)cc1)NCc1ccncc1 | 0.9 | 9 | -5 | 0.9 | 1.5 | -12 | 0.4 | -13 | -0.5 | -3

Sorted by count of non-hydrogen atoms (falling): some entries from above.
SMILES | PMI act hi M6P | Lmaj promast | TNAP inh hi DEA | PMI act | RAM inhibit | TNAP inh no acc | Hsp70 act | S1P3 antagonist | DTT redox prof | Efa HMGR inh
O=C(COc1ccc(S(=O)(=O)Nc2ccccc2)cc1)NCc1ccncc1 | 0.9 | 9 | -5 | 0.9 | 1.5 | -12 | 0.4 | -13 | -0.5 | -3
CCC(CC)C(=O)Nc1c2c(nn1-c1ccc(OC)cc1)CS(=O)(=O)C2 | 0.9 | 3 | 0 | 1 | 1.5 | -5 | -0.5 | · | 0.8 | -10
CC1CC1C(=O)Nc1nc(-c2cccs2)c(-c2cccs2)s1 (stereo unspecified) | 0.9 | 62* | 3 | 0.9 | 2.2 | -16 | -0.4 | 3 | 0.3 | 2

Remaining list, next part:
SMILES | PMI act hi M6P | Lmaj promast | TNAP inh hi DEA | PMI act | RAM inhibit | TNAP inh no acc | Hsp70 act | S1P3 antagonist | DTT redox prof | Efa HMGR inh
COc1ccccc1-c1ccc(=O)n(CC(=O)NCc2cccs2)n1 | 0.9 | -2 | -1 | 0.9 | 1.8 | -4 | -0.3 | 0 | -0.1 | -1
O=C(CCNc1n[nH]c(=O)[nH]c1=O)N/N=C/c1ccccc1Br | 1.1 | -8 | -3 | 1 | 2.6 | -9 | -0.2 | 0 | 9.3 | 2
COc1cccc(/C=C2\N=C(c3c(-c4ccccc4)noc3C)OC2=O)c1 | 0.9 | -4 | 0 | 0.9 | 3.3 | -14 | 0.0 | · | -4.0 | 0
O=C(Nc1ccccc1Br)C(=O)N1CCCC1 | 1.1 | 0 | 0 | 0.9 | -0.1 | -14 | -0.3 | -10 | 0.0 | 0
CCC(C)NC(=S)NNC(=O)c1ccncc1 (stereo unspecified) | 1.2 | -5 | -4 | 1.1 | 0.5 | -4 | -0.2 | -7 | -0.5 | 0
O=C1CCCN1CCC1CCN(C2CC(=O)N(c3ccc(Cl)cc3)C2=O)CC1 (stereo unspecified) | 1 | -10 | -6 | 0.9 | 1.8 | -9 | 0.0 | 7 | 0.7 | 1
O=C(NC1CCCC1)C1c2ccccc2C(=O)N1CCCN1CCOCC1 (stereo unspecified) | 1 | -9 | -4 | 1 | -0.4 | -12 | -0.2 | -38 | 0.6 | -1
CCOc1ccc2nc(NC(=O)C(NS(=O)(=O)c3cccc4nsnc34)C(C)C)sc2c1 (stereo unspecified) | 1 | 52* | -5 | 1 | 3.4 | -14 | -0.1 | · | -0.6 | 0
COC(=O)C(CCCN1C(=O)c2ccccc2C1=O)(NC(C)=O)c1nnn(C)n1 (stereo unspecified) | 1 | -4 | -2 | 1.1 | 2.1 | -9 | -0.1 | 0 | 0.7 | -3
COC(C(=O)Nc1cccc(F)c1)c1ccccc1 (stereo unspecified) | 0.9 | -3 | -8 | 0.9 | 1.4 | -14 | -0.3 | -15 | -3.1 | 1

Looked up above:
For TNAP inh hi DEA, COc1ccccc1-c1ccc(=O)n(CC(=O)NCc2cccs2)n1 has -1
For TNAP inh hi DEA, CCC(C)NC(=S)NNC(=O)c1ccncc1 (stereo unspecified) has -4
For TNAP inh hi DEA, COc1cccc(/C=C2\N=C(c3c(-c4ccccc4)noc3C)OC2=O)c1 has 0

The listing continues.
SMILES | PMI act hi M6P | Lmaj promast | TNAP inh hi DEA | PMI act | RAM inhibit | TNAP inh no acc | Hsp70 act | S1P3 antagonist | DTT redox prof | Efa HMGR inh
Cc1cccc(CCNS(=O)(=O)c2ccc(S(=O)(=O)NC3CCCC3)cc2)c1 | 0.9 | 69* | -2 | 0.9 | 2.4 | -7 | -0.3 | · | 0.3 | 3
O=C(COc1ccc2c(c1)CCC2)NCc1ccc(Cl)cc1 | 0.9 | 48 | -8 | 1 | 0.4 | -8 | -0.2 | -11 | 0.0 | 0
CCC1CCCCN1S(=O)(=O)Cc1ccccc1Cl (stereo unspecified) | 0.9 | 4 | -2 | 0.9 | 0.1 | -9 | -0.2 | -4 | -0.6 | -4
O=C(CSc1c[nH]c2ccccc12)N1CCOCC1 | 0.9 | -2 | 1 | 1 | 2.9 | -7 | -0.3 | · | 0.1 | -3
CC(C)NC(=O)CSc1nnc(COc2ccccc2Cl)o1 | 1 | -7 | -2 | 0.9 | 1.2 | -11 | -0.3 | · | 0.1 | -2
Cc1cccnc1NC(=S)NC(=O)/C=C/c1ccccc1 | 1 | -4 | -4 | 1 | 1.9 | -9 | -0.3 | -22 | 0.2 | 0
CCN(C(=O)CCS(=O)(=O)c1ccc(Br)cc1)c1ccc2c(c1)OCO2 | 0.8 | -1 | 0 | 0.9 | 0.7 | -7 | -0.3 | 4 | -3.7 | -4
CN(C)CCN1C(=O)C(O)=C(C(=O)c2ccco2)C1c1ccccc1F (stereo unspecified) | 1.1 | -7 | 0 | 0.9 | -0.3 | -11 | 0.1 | -36 | 2.7 | -6
Cc1cccc2cc(CN(Cc3ccccc3)C(=S)NCCCN(C)C)c(=O)[nH]c12 | 0.9 | 78* | -5 | 0.9 | 0.5 | 1 | -0.2 | -6 | -0.5 | -3
c1cncc(-c2nc(N3CCCCCC3)c3ccccc3n2)c1 | 1 | 31 | -2 | 1 | 1.1 | -5 | 0.3 | 16 | 3.4 | -11
Cc1c(CN2CCCCC2)c(O)n(CCO)c(=O)c1C#N | 0.3 | 3 | -1 | 0.7 | 1.7 | -4 | 0.0 | -12 | -0.7 | -6
COc1ccc2cc(C(=O)Nc3ccc(Cl)cc3)sc(=O)c2c1OC | 1 | 33 | 5 | 1 | 1.0 | -5 | -0.2 | -5 | -0.5 | -2
COc1ccc(OC)c(C(=O)CSc2nc3c(c(=O)n(C)c(=O)n3C)n2C(C)C)c1 | 1 | -1 | -9 | 1 | 2.3 | -12 | -0.4 | 5 | 0.2 | -4
CCCn1nnnc1SCC(=O)N(C(C)C)C(C)C | 1 | 12 | -5 | 0.9 | 0.9 | -12 | -0.2 | -19 | 0.4 | -1
Cc1cc(N2CCN(c3ccccc3)CC2)nc(NCc2ccccc2)n1 | 1 | 29 | -3 | 1 | 1.6 | -9 | -0.2 | 28 | -0.5 | 0
Cc1ccc(OCCOc2cccc3ccc(C)nc23)c([N+](=O)[O-])c1 | 0.4 | 3 | -2 | 0.8 | 0.4 | -8 | -0.4 | 16 | 0.2 | 0
CCOC(=O)c1nn(-c2ccc(F)cc2)c2nc(Nc3ccccc3)cc(=O)n12 | 1 | -5 | -6 | 1 | 0.8 | -7 | -0.3 | 2 | 0.0 | 2
CC(=O)c1cccc(S(=O)(=O)N2CCN(c3nc4cc(C)cc(C)c4cc3C#N)CC2)c1 | 0.9 | 50* | -1 | 1 | 3.5 | -2 | -0.2 | -10 | -0.1 | 2
O=C(O)C1OC2OC3(CCCCC3)OC2C2OC3(CCCCC3)OC12 (stereo unspecified) | 1 | -4 | -5 | 0.9 | -0.6 | -6 | -0.4 | -14 | -0.1 | -2
CC1=NN(c2ccccc2)C(=O)/C1=C/c1ccc[nH]1 | 1 | 15 | 16 | 1 | 0.5 | 11 | -0.3 | -14 | 0.1 | 3
Cc1cccc(NC(=O)C2CCN(S(=O)(=O)c3c(C)nn(C)c3C)CC2)n1 | 1 | -7 | -5 | 0.9 | 2.4 | -4 | 0.3 | -27 | -1.5 | 3
Cc1noc(C)c1C(=O)NCCc1ccccc1 | 1.1 | -7 | 0 | 1.1 | -1.9 | -11 | -0.1 | · | 0.1 | -2
COc1ccc(C2Nc3ccccc3C(=O)N2Cc2ccccc2)cc1CSc1ccccn1 (stereo unspecified) | 0.9 | 4 | -4 | 1 | 3.7 | -8 | -0.2 | · | 1.6 | -2
Cc1ccc(NC(=S)N(CCCN2CCN(C)CC2)Cc2cccs2)cc1 | 1.1 | 2 | -1 | 1.1 | -0.3 | -6 | 0.2 | -1 | 0.3 | -2
CCc1ccc(NC(=S)NNC(=O)c2ccccc2OC(F)F)cc1 | 1.1 | -1 | -5 | 1.1 | -0.6 | -125 | -0.4 | 24 | -0.1 | 1
CSc1nc(C)cc(OCC#N)n1 | 1 | 2 | -3 | 1 | 3.4 | -8 | -0.5 | -54 | 2.5 | -1
COc1cc(NS(=O)(=O)c2ccc(NC(C)=O)cc2)ncn1 | 1 | -5 | 0 | 1 | -0.3 | -16 | -0.1 | · | 0.1 | 1
CC1(C)CC(=O)C(C=NCC2CCN(C(=S)Nc3cccc(Cl)c3)CC2)=C(O)C1 | 1 | -2 | -2 | 1 | 2.1 | -10 | 0.2 | 5 | 12 | -8
Cc1ccc(Nc2nc(N)nc(CN3CCN(C)CC3)n2)cc1C | 1.1 | 3 | 1 | 1 | 1.3 | -5 | -0.2 | -26 | 0.3 | 0
COc1cc(C(=O)N(Cc2ccc(F)cc2)C2CCS(=O)(=O)C2)cc(OC)c1OC (stereo unspecified) | 1 | 0 | -6 | 0.9 | 3.2 | -16 | -0.4 | · | -3.9 | -4
Cc1nc2ccc(S(=O)(=O)NCC(=O)N3CCc4ccccc43)cc2s1 | 1 | -1 | 0 | 1 | 3.1 | -11 | 0.0 | 1 | 0.0 | 3
